AmpC det inh = blocks E. coli AmpC beta-lactamase in presence of detergent; purified AmpC, nitrocefin hydrolysis with detergent; Potency, µM (top dose mostly 28.7 µM), without a hit: top-dose activity change, negative = inhibition; 71,000 compounds, 0.09% hits; AID 584; active = well fitted curve in the direction sought with a large enough effect
Target sequence (P00811 whole entry, looked up): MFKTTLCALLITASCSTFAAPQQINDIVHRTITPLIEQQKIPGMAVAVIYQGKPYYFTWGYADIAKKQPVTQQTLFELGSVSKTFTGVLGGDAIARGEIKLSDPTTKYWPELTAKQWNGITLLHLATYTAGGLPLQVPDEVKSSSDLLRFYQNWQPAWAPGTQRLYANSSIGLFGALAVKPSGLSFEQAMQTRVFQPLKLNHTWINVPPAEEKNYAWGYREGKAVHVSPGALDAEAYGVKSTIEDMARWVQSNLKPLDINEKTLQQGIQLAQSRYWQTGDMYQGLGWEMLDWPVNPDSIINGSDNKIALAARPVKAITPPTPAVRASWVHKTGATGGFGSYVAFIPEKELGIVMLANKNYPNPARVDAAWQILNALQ
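E. coli AmpC (5.3 nM) in 20 mM phosphate pH 7.0 with 0.01% Triton X-100, preincubated 15 min RT with compound; nitrocefin (2 uL of 800 uM stock) hydrolysis followed by 480 nm absorbance every 20 s over 4 min.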
The depositor's hits bear a star; & = joins results of further samples; [ ] = another dose, or the depositor's remark. % is scaled to controls: 0 for no effect and ±100 for the full control effect; potency is read from the fitted curve at half-maximal effect. Not all compounds are listed; the hit share may differ from the screen's.

SMILES	AmpC det inh
Cc1ccc(Cl)cc1N1CCN(S(=O)(=O)c2cnc[nH]2)CC1	2%
CCN(C(=O)c1cnc2scc(C)n2c1=O)c1ccccc1C	13%
CC(=O)Nc1ccc(S(=O)(=O)NCCNC(=O)c2ccccc2F)cc1	-5%
N#CCCCn1c(-c2ccccc2)noc1=O	1%
CCOC(=O)c1[nH]c2ccc(F)cc2c1NC(=O)CN1CCN(C/C=C/c2ccccc2)CC1	-3%
Cc1cc(C)n(S(=O)(=O)c2ccc(C(C)(C)C)cc2)n1	-6%
COc1ccccc1-c1ccc(NC2CCCCC2)nn1	-1%
O=C(c1cccc(N2CCCC2=O)c1)N1CCN(c2ccccc2)CC1	10%
CCOC(=O)c1oc2ccc(S(=O)(=O)Nc3ccc4c(c3)n(C)c(=O)n4C)cc2c1C	-4%
CCOc1ccc(S(=O)(=O)N2CCc3ccccc3C2)cc1	7%
COC(=O)C1=CNC=C(C(=O)OC)C1c1cccc(OC)c1	-3%
Cc1nc(NC2=NCN(C3CCCCC3C)CN2)nc2ccccc12 (stereo not drawn)	12%
Cc1c(NC(=O)CCc2ccc(S(=O)(=O)N3CCOCC3)cc2)c(=O)n(-c2ccccc2)n1C	13%
O=C(Cc1ccccc1)NCc1nc2ccccc2[nH]1	-1%
O=c1[nH]cnc2scc(-c3cccs3)c12	-3%
N#Cc1c(-c2ccc3c(c2)OCO3)csc1N	-3%
CC(C)Cn1c(CN2CCN(c3ccccc3F)CC2)nc2c1c(=O)[nH]c(=O)n2C	5%
CN(C)C(=O)Cn1nc(-c2ccccc2)c2ccccc2c1=O	-3%
COc1cc(NC(=O)Cc2ccccc2)cc(OC)c1	1%
O=C(O)Cn1cc(C(=O)c2ccccc2)c2ccccc21	-1%
Cc1cc(C)n(-c2ccc(C(=O)OCC(=O)Nc3ccc(S(=O)(=O)N4CCOCC4)cc3)cc2)n1	-2%
Cc1cc(Nc2ccc(F)cc2Cl)n2nc(C)nc2n1	6%
Cc1ccnc(NC(=O)C2CCCN(S(=O)(=O)c3cnc[nH]3)C2)c1 (stereo not drawn)	8%
COC(=O)c1sccc1NC(=O)c1ccc2c(c1)OCO2	10%
O=C(C1CCN(S(=O)(=O)c2ccc(Br)s2)CC1)N1CCc2ccccc21	-5%
CCCCCCn1c(N2CCC(C)CC2)nc2c1c(=O)[nH]c(=O)n2C	-6%
O=C(c1ccccc1)c1cccn1CC(=O)N1CCCCCC1	0%
COCCCNC(=O)CCN1C(=O)COc2ccccc21	-3%
CC1(C)CC(=O)C2=C(C1)Oc1ncn(CCO)c(=N)c1C2c1ccccc1 (stereo not drawn)	0%
COc1ccc(CN(C(=O)CSc2nnc(-c3ccccc3F)o2)c2ccc(F)cc2)cc1	-4%
CC(=O)NCC(=O)NC(C(=O)Nc1ccc2c(c1)OCCO2)c1ccc(C)cc1 (stereo not drawn)	-3%
CC(=O)OC(C)(C)N=Nc1ccc(Br)cc1	8%[5.75 µM]
COc1ccc(-c2nc3c(n2O)CCC/C3=N\O)cc1	-1%
Cc1ccc2[nH]c(=O)c(CNC(C)C)cc2c1	-1%
Cc1nnc(SCC(=O)c2c(N)n(C)c(=O)n(C)c2=O)n1Cc1ccccc1	-5%
OC(CNCc1ccco1)Cn1c2ccccc2c2ccccc21 (stereo not drawn)	-6%
O=C1NC(c2cccnc2)C(C(=O)c2cccs2)C(O)(C(F)(F)F)N1 (stereo not drawn)	-1%
Cc1nc2ncnn2c(Nc2ccc3c(c2)OCO3)c1Cc1ccccc1	-2%
Cc1nc2ccccc2c2oc(C(=O)NCCN3CCCCC3C)cc12 (stereo not drawn)	1%
c1ccc(N2CC3(CCNCC3)C2)nc1	-2%
CCOC(=O)c1c(N)c(C#N)cn1-c1ccccc1	-6%
CCOc1cc2[nH]c(=S)n(CCCN3CCCC3=O)c(=O)c2cc1OCC	-2%
Cc1ccc(S(=O)(=O)c2cc3c(=O)n4cc(C)ccc4nc3n(CC3CCCO3)c2=N)cc1 (stereo not drawn)	0%
Cc1nc2nc(COc3ccccc3)[nH]n2c(=O)c1Cc1ccccc1	-4%
Cn1c(SCC(=O)N2CCOCC2)nc2cccnc21	-3%
Cc1cc(C)n(-c2nc3ccccc3c(=O)n2OCC(=O)Nc2c(C)cccc2C)n1	-3%
O=C(O)COc1c(Cl)cc(Cl)c2cccnc12	-5%[5.75 µM]
COc1ccccc1N1CCN(C(=O)Cn2nnc(-c3cccs3)n2)CC1	10%
Cc1c(Cl)cccc1N1C(=O)CC(N(O)c2ccccc2)C1=O (stereo not drawn)	0%
COc1ccc(C(=O)Nc2cccc(N(C)S(C)(=O)=O)c2)cc1OC	-1%
Nc1ccc(-c2cnc(-c3ccc(N)cc3)nc2)cc1	0%
COC(=O)CN1C(=O)CC(C)(C)Sc2ccccc21	11%
Cc1ccccc1N1C(=O)c2cc(S(N)(=O)=O)c(Cl)cc2N[C@H]1C	0%[12.8 µM]
Cc1ccc(-c2nc(NC(=O)CSc3nnnn3-c3ccccc3)ns2)cc1	-4%
Cc1nc2oc3c(NCc4ccccc4)ncnc3c2c2c1COC(C)(C)C2	-3%
CCCNc1oc(-c2cccc3ccccc23)nc1C#N	16%
CC(=O)c1ccccc1OC(=O)c1ccco1	-1%
CN1CCN(CCC(=O)Nc2ccc(OCc3ccccc3)cc2)CC1	3%
COCC(=O)N1CCC2(CCCN(C(=O)Nc3ccc(OC)cc3)C2)CC1	0%
Cn1cnnc1SCC(=O)N1c2ccccc2-c2c(ssc2=S)C1(C)C	-2%

Next section.
SMILES	AmpC det inh
O=C(CCSCCC(=O)N1CCCC1)N1CCCC1	-2%
Cc1nn(C(=O)c2ccc3c(c2)OCO3)c(N)c1-c1ccccc1	15%
CCOC(=O)c1c(NC(=O)COC)sc(C(C)=O)c1C	-7%
Brc1ccc(-c2nnc(-c3ccc4c(c3)OCO4)o2)o1	-3%
COc1cccc(Cn2c(=O)c(-c3cn(C)c4ccccc34)nc3cnc(N4CCOCC4)nc32)c1	-3%
CCOC(=O)c1sc2nc3n(c(=O)c2c1C)CCCCC3	-3%
CCn1c2ccccc2c2nnc(NCCCO)nc21	-3%[5.75 µM]
OCc1cc(CO)c(O)c(CCc2ccccc2)n1	13%
c1ccc(-c2nnc(N3CCOCC3)nc2-c2ccccc2)cc1	-3%
COCCn1c(C)cc(C(=O)COC(=O)CCN2C(=O)c3ccccc3C2=O)c1C	-4%
CCN(CC)c1nc(C#N)nc(N(CC)CC)n1	-2%
O=C1c2ccccc2C(Nc2cccc(C(F)(F)F)c2)N1Cc1ccco1 (stereo not drawn)	6%
O=C1CCCc2c1cc(C(=O)Nc1ccc(Cl)cn1)c(=O)n2-c1ccccc1	-6%
Cc1cc(C)n(C(=O)c2ccc(S(=O)(=O)NCC3CCCO3)cc2)n1 (stereo not drawn)	-2%
COc1ccc(S(=O)(=O)Cc2ccc(C(=O)N3CCN(C(=O)c4ccco4)CC3)o2)cc1	7%
COc1ccccc1C(c1nnnn1CS(=O)(=O)c1ccc(C)cc1)N1CCSCC1 (stereo not drawn)	0%
O=S(=O)(c1ccc(NC2CCCc3ccccc32)nc1)N1CCOCC1 (stereo not drawn)	1%
COc1cccc(CNC(=O)C2CCN(S(=O)(=O)c3ccc4c(c3)CCC(=O)N4)CC2)c1	7%
c1csc(CNc2ccnc(-c3ccoc3)n2)c1	2%
CCc1ccc(NC(=O)C(C)Nc2ccc(S(=O)(=O)NC(C)=O)cc2)cc1 (stereo not drawn)	-4%
CCCc1nc(SCC(=O)N2CCC(Cc3ccccc3)CC2)c2c(=O)n(C)c(=O)n(C)c2n1	14%
CCCN1C2=C(C(=O)CCC2)C(c2ccc(O)c(Br)c2)C2=C1CCCC2=O	3%
c1ccc(-c2noc(COc3ccc4c(c3)OCO4)n2)cc1	-1%
CC1=CC(C)(C)N=C(NC#N)N1	1%
COc1ccccc1CN1CC[C@@]2(CCCN(C(C)=O)C2)C1	0%
COc1ccc(CC(=O)OCc2cc3ccccc3[nH]c2=O)cc1	15%
COc1ccccc1N=c1oc2c(OC)cccc2cc1C(=O)NCc1ccco1	4%
CCOC(=O)c1[nH]c(C)c(C(=O)NC)c1C	10%
Cn1c(Cn2c(=O)sc3ccccc32)nnc1SCc1ccc(F)cc1	3%
O=C(CSc1nc2sc3c(c2c(=O)n1Cc1ccco1)CCC3)N1CCc2ccccc21	-2%
CC(=O)[C@H]([C@@H](c1ccccc1)N1CCOCC1)N1CCOCC1	-4%[5.75 µM]
COc1ccccc1C1c2c(oc3ccc(Cl)cc3c2=O)C(=O)N1c1cc(C)on1 (stereo not drawn)	-1%
Cc1ccc(-c2nc(CS(=O)CC(=O)NCCN(CC(C)C)CC(C)C)c(C)o2)cc1 (stereo not drawn)	-3%
Cc1c(S(=O)(=O)O)ccc(N=Nc2c(O)c(C(=O)O)cc3ccccc23)c1Cl	-4%[5.75 µM]
CC(C)(O)P(C)(=O)c1ccccc1 (stereo not drawn)	6%
CCOC(=O)c1cnn(-c2nc(C)nc3sc4c(c23)CCC4)c1N	-5%
Fc1ccc(Cn2nnnc2CN2CCc3ccccc3C2)cc1	9%
CC[C@H]1CN(C)[C@H]2Cc3c([nH]c4ccccc34)C(=O)C[C@H]1[C@H]2C(=O)OC	17%[5.75 µM]
COc1ccc(CN(C(=O)c2oc3ccccc3c2C)C2CCS(=O)(=O)C2)cc1 (stereo not drawn)	-3%
Cc1cccc(OCc2nnc(SCC(=O)Nc3sc(C)c(C)c3C#N)n2C)c1	13%
Cc1ccnc(NC(=O)CCc2c(C)nc3ncnn3c2C)c1	7%
COc1cc(S(=O)(=O)NC2CCCC2)ccc1Cl	-5%
COc1cc(C)c(N)cc1C(C)C	1%
CC1(C)OC(=O)C(=CNn2cnc3ccccc3c2=O)C(=O)O1	16%
CC(=O)Oc1ccc(CCC(C)OC(C)=O)cc1 (stereo not drawn)	-8%
CC(=O)Oc1ccc2occ(C(=O)c3cccs3)c2c1	3%
CCN(CC)C(=O)c1ccc(O)c(OC)c1	-3%[12.8 µM]
CC(=O)N(c1ccc2oc(=O)sc2c1)S(=O)(=O)c1cccs1	9%

Of the compounds above, 7 contain a cyano group.
SMILES	AmpC det inh
N#CCCCn1c(-c2ccccc2)noc1=O	1%
N#Cc1c(-c2ccc3c(c2)OCO3)csc1N	-3%
CCOC(=O)c1c(N)c(C#N)cn1-c1ccccc1	-6%
CCCNc1oc(-c2cccc3ccccc23)nc1C#N	16%
CCN(CC)c1nc(C#N)nc(N(CC)CC)n1	-2%
CC1=CC(C)(C)N=C(NC#N)N1	1%
Cc1cccc(OCc2nnc(SCC(=O)Nc3sc(C)c(C)c3C#N)n2C)c1	13%

As a working copy, part of the list above.
SMILES	AmpC det inh
COc1cc(C)c(N)cc1C(C)C	1%
CC1(C)OC(=O)C(=CNn2cnc3ccccc3c2=O)C(=O)O1	16%
CC(=O)Oc1ccc(CCC(C)OC(C)=O)cc1 (stereo not drawn)	-8%
CC(=O)Oc1ccc2occ(C(=O)c3cccs3)c2c1	3%
CCN(CC)C(=O)c1ccc(O)c(OC)c1	-3%[12.8 µM]
CC(=O)N(c1ccc2oc(=O)sc2c1)S(=O)(=O)c1cccs1	9%

(next part)
SMILES	AmpC det inh
CCOC(=O)c1c(C2COc3ccccc3O2)csc1NC(=O)c1ccco1 (stereo not drawn)	0%
COC(=O)Nc1ccc(S(=O)(=O)N2c3ccccc3CCC2C)cc1 (stereo not drawn)	-4%
Cc1cc(-c2nnc3n2N=C(c2ccc(-c4ccccc4)cc2)CS3)n[nH]1	13%
O=C1c2ccccc2C(=O)C1c1ccccc1	-4%[12.8 µM]
COc1ccccc1-c1n[nH]c(=S)o1	-3%
CC(C)COc1ccc(C(=O)N(Cc2ccco2)C2CCS(=O)(=O)C2)cc1 (stereo not drawn)	10%
NC(=O)C1=CN([C@@H]2O[C@@H](COP(=O)(O)OP(=O)(O)OC[C@@H]3O[C@H](n4cnc5c(N)ncnc54)[C@@H](OP(=O)(O)O)[C@@H]3O)[C@H](O)[C@@H]2O)C=CC1	19%
O=C(c1cc2cc(Cl)ccc2oc1=O)N1CCOCC1	-7%
CCOc1ccc2nc(NC(=O)C3CCN(c4cnccn4)CC3)sc2c1	7%
Cc1cc(=O)[nH]c(/N=C(\N)Nc2cccc3ccccc23)n1	-4%
O=C(NCCCn1ccnc1)C1c2ccccc2Oc2ccccc21	0%
Cc1ccc(Cn2c(SCCN3CCCCC3)nc3c2c(=O)n(C)c(=O)n3C)cc1	-2%
CCCn1c(N2CCC(Cc3ccccc3)CC2)nc2c1c(=O)[nH]c(=O)n2C	-1%
CCN(CC)Cc1csc(C(N)=O)c1	10%
CCOc1ccccc1NC(=O)CCc1ccc(C)o1	-5%
COc1ccc(C(=O)c2oc3ccc(OC)cc3c2N)cc1	8%
COCC(=O)N(Cc1cc2ccccc2[nH]c1=O)c1ccccc1OC	17%
COc1cc(C2c3c(oc4cc(C)c(C)cc4c3=O)C(=O)N2c2cc(C)ccn2)ccc1O (stereo not drawn)	-4%
COc1ccc(CN(CCCN2CCOCC2)C(=O)Nc2ccccc2)cc1OC	-1%
COC(=O)c1c(-c2cc(OC)c(OC)c(OC)c2)c2ccnc(OCc3ncccn3)c2c(=O)n1Cc1ccnc(C)c1	-4%&-3%
NCCc1c[nH]c2ccc(OC(=O)C(=O)O)cc12	-1%[5.75 µM]
COC(=O)c1ccccc1NC(=O)C(CCS(C)(=O)=O)NC(C)=O (stereo not drawn)	-3%
C/C(N)=C(/C#N)C(=O)CSc1nc2cc(Cl)ccc2s1	2%
Cc1ccc(C2CC(c3ccco3)n3nc(N)nc3N2)cc1 (stereo not drawn)	11%
COc1cc(OC)cc(C(=O)OCc2cc3ccccc3[nH]c2=O)c1	-3%
Cc1cc(C)n(-c2nc3ccccc3nc2N2CCOCC2)n1	6%
Nc1ncn(C(=O)c2ccco2)n1	-1%

Bioassay records: PubChem, National Center for Advancing Translational Sciences (NCATS)
